TTR transcr act: increases transthyretin transcription. SH-SY5Y TTR promoter Gaussia luciferase, luminescence; 100% = recombinant luciferase protein wells. activation, % at 16.7 µM. 1.3% of 92,000 active. AID 1117267;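 active = activation above the mean of all tested compounds plus 3 SD, cut at about 9.5% in these data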;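 also: cells exposed to compounds for one day before reading; 0% = median of all test compound wells on the plate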
The depositor's hits bear a star.

SMILES	TTR transcr act
CCCC1=NN(C(=O)Cc2ccc([N+](=O)[O-])cc2)C(O)(C(F)(F)F)C1 (stereo not drawn)	1.3
CCN(CC)C(=O)c1sc(NC(=O)c2ccc3c(c2)OCO3)c(C(N)=O)c1C	-0.9
O=S(=O)(c1ccc(SCc2ccc(Br)cc2)nc1)N1CCCCC1	2.5
Cc1ccnc(SCc2cc(=O)c(OC(=O)c3ccc(S(=O)(=O)N4CCCC4)cc3)co2)n1	0.6
CCOC1=C2CN(S(=O)(=O)c3ccc(C)cc3)[C@H](c3ccc(CC)cc3)C[C@@H]2N(S(=O)(=O)c2ccc(C)cc2)[C@H](c2ccccc2)C1	-0.6
Cc1ccccc1OCC(O)CNC1CCCC1 (stereo not drawn)	1.3
Cc1ccccc1NC(=O)C(C)O/N=C/c1cccc([N+](=O)[O-])c1 (stereo not drawn)	-1.9
Cc1cccc(OCC(=O)Nc2ccncc2)c1	-2.0
O=C(/C=C/c1cccs1)N1CCOCC1	2.0
O=S1(=O)CC(N2CCN(CCO)CC2)CN1C1CCCC1 (stereo not drawn)	2.8
CC(=O)CCC1C2C(O)C(C(C)C)C(OC(=O)/C=C/c3ccccc3)CC12C (stereo not drawn)	-1.5
CCOC(=O)Cn1c(C(F)(F)F)nc2nc(Cl)c(Cl)nc21	-2.1
CCOC(=O)N/N=C/c1c(F)c(F)c(F)c(F)c1F	1.1
C[C@H](NC(=O)c1nc[nH]c1C(=O)NCC(=O)OCc1ccccc1)C(=O)OCc1ccccc1	-4.7
COCCNC(=O)c1ccc(N2CC3CC(C2)c2cccc(=O)n2C3)c(NC(=O)c2ccc(Br)o2)c1 (stereo not drawn)	-0.8
C#CCOCCOCCOCCNc1nc(N2CCN(C(=O)[C@H]([C@@H](C)O)n3cc(CCCCN)nn3)CC2)nc(N2CCN(C(=O)[C@H]([C@@H](C)CC)n3cc(CCCN=C(N)N)nn3)CC2)n1	7.3
CCOC(=O)c1c(NC(=O)CSc2nnc(-c3cccnc3)o2)sc2c1CCC2	0.2
C/C(=N\NC(=O)c1ccncc1)c1ccc(N(C)C)cc1	-0.2
Cc1sc(-c2ccncc2)nc1OC(=O)c1ccccc1	-1.1
COc1ccc(C2C3=C(CCCC3=O)Nc3nc(SCc4ccc(C(=O)O)cc4)nn32)cc1OC (stereo not drawn)	4.2
CCCn1c(O)c(CN2CCCC(C)C2)c(C)c(C#N)c1=O (stereo not drawn)	-0.1
N#Cc1ccc(C(=O)OCC(=O)N2CCCC2)cc1	0.0
CCOC(=O)N1CCC(NCCNC(=O)c2cccs2)CC1	1.2
COCCN(Cc1ccccc1)C(=S)Nc1ccc(OC(F)F)cc1	0.3
COc1ccc(NC(=O)NCc2ccccc2F)cc1OC	-1.4
COc1cccc(NC(=S)Nc2cc(C)cc(C)n2)c1	-0.1
Cc1cc(-c2nc(C)c(-c3nnc(SCC(=O)Nc4cc(Cl)cc(Cl)c4)n3C)s2)no1	0.2
c1cnc2c(Oc3ncnc4sccc34)cccc2c1	1.1
CCCN(CC(=O)Nc1ccccc1OC)C(=O)CN1C(=O)NC(C)(C)C1=O	-0.1
Nc1nonc1-n1nnc(C(=O)N/N=C/c2cc(Cl)ccc2O)c1CN1CCCCCC1	1.4
Cc1cc(NC(=O)CCC(=O)N(Cc2ccco2)C(C(=O)NC2CCCC2)c2ccccc2C)no1 (stereo not drawn)	-0.1
COc1cccc(/C=C/C(=O)OCC(=O)Nc2cc(S(=O)(=O)N3CCOCC3)ccc2C)c1	-1.2
CCOC(=O)C1=C(N)Oc2c(oc(CO)cc2=O)C1c1ccc(Cl)cc1 (stereo not drawn)	-1.1
Cn1c(N/N=C/c2cccs2)cc(=O)n(C)c1=O	-0.1
COc1ccccc1/C=C1\SC(=S)N(CCC(=O)Nc2cccc(O)c2)C1=O	1.8
CCNC(=O)C1(C)CCCN1C(=O)c1ccc(C#N)cc1 (stereo not drawn)	1.9
CCc1nnc(NC(=O)C2CCCO2)s1 (stereo not drawn)	1.4
c1ccc(-c2nnc(-c3ccco3)o2)cc1	-0.1
Cc1ccc(S(=O)(=O)N2CCOCC2)cc1NC(=O)CSc1nnc2n1CCCCC2	0.5
COc1cccc2cc(C(=O)Nc3ccc(F)cc3)c(=Nc3ccc(C(=O)O)cc3)oc12	0.5
Cc1cc(NC(=O)c2ccccc2-c2ccccc2)ccc1Br	0.1
COC(=O)Cc1ccc(NC(=S)NCCSc2ccc(Cl)cc2)cc1	0.8
COC(=O)c1sc(S(=O)(=O)N2CCCCC2C(=O)O)c(C(=O)OC)c1C (stereo not drawn)	0.5
Cc1c(N2C(=O)CSC2c2ccc(F)cc2)c(=O)n(-c2ccccc2)n1C (stereo not drawn)	-1.4
O=C(NC1CCCCC1)C(c1ccco1)N(CCc1ccccc1)C(=O)C(F)(F)F (stereo not drawn)	0.7
CCCCn1c(SCC(=O)N(C)C)nnc1-c1ccncc1	-1.1
COc1cc(NC(=S)NC(=O)c2cccs2)ccc1NC(=O)C(C)C	1.9
CSc1nnc(N2C(=O)C(O)=C(C(=O)c3ccco3)C2c2ccccc2)s1 (stereo not drawn)	0.9
CCCn1nnnc1NC(=O)c1cccs1	0.1
Cc1ccc(SCCC(=O)Nc2cc(C)on2)cc1	7.0
Cc1cc2oc(=O)cc(CN3CCCc4ccccc43)c2cc1C	5.3
Cn1ncc(Cl)c1C(=O)N1CCN(S(=O)(=O)c2ccc(Cl)s2)CC1	1.1
CC(C)Sc1cc(N2CCCC2)nc(-c2ccc(F)cc2)n1	-0.3
O=C(CC1C(=O)NCCN1Cc1cccc(C(F)(F)F)c1)NC1CCOCC1 (stereo not drawn)	-2.0
Cc1ccc2c(c1)C(=O)C(=O)N2Cc1ccccc1	-0.9
Cc1ccc2[nH]cc(C(=O)CCl)c2c1	-2.8
C=CCn1c(CSc2ccccc2[N+](=O)[O-])n[nH]c1=S	0.8
Cn1c(=O)c(Sc2ccc(Cl)cc2)c(O)c2ccccc21	-0.9
CCOC(=O)c1c(C)[nH]c(C(=O)CSc2nnc(-c3cccs3)n2Cc2ccccc2)c1C	-1.3
CCn1ccc(C(=O)NC2CCCC2)n1	-0.3

Next records
SMILES	TTR transcr act
COc1cccc(N2CC(C(=O)NNC(=O)c3ccc(Cl)cc3)CC2=O)c1 (stereo not drawn)	-1.6
COc1ccc(C(=O)N2CCN(C)C(C)C2)cc1OC1CCN(C(C)=O)CC1 (stereo not drawn)	-0.3
O=C(Nc1cc(Cl)ccc1Cl)P(=O)(O)c1ccccc1	6.2
CCCn1c(SCC(=O)Nc2ccccc2OC)nnc1-c1ccco1	-0.8
O=C(c1cccc(S(=O)(=O)N2CCCC2)c1)N1CCN(c2ccccc2F)CC1	-0.1
C/C(N)=C(/C#N)C(=O)CSc1nnnn1-c1ccc(C)cc1	1.5
COc1ccc(CC(=O)Nc2cc(S(=O)(=O)N3CCOCC3)ccc2N2CCOCC2)cc1	-1.8
COc1cnn(-c2cccc(C)c2)c(=O)c1Cl	2.1
COc1ccc(NC(=O)CN2CCOCC2)cc1S(=O)(=O)N1CCCCC1	-1.8
c1ccc(Nc2nc(N3CCOCC3)c3ccccc3n2)cc1	-7.4
COc1cccc(/C=N/n2nnnc2N)c1OCC#N	4.3
COc1ccc(CN(N=O)C2CC(=O)N(c3ccc(OC)cc3)C2=O)cc1 (stereo not drawn)	7.8
N#CCSc1nc2c(cc1C#N)CCCCCC2	-2.0
CC1(C)SC(=S)N(/N=C/c2cccnc2)C1N(O)C(=O)Nc1ccccc1 (stereo not drawn)	-0.7
Cn1ncc([N+](=O)[O-])c1C(=O)Nc1ccc(-c2ccccc2)cc1	-1.2
O=C(CCCc1ccccc1)Nc1ccc2c(c1)OCCO2	-1.9
Cc1ccc(NC(=O)c2ccccc2-c2ccccc2C(=O)O)cc1	0.1
Cc1ccc(S(=O)(=O)N2CCN(C(=O)c3ccco3)CC2)cc1	1.2
COc1ccccc1C(=O)Nc1ccc(S(=O)(=O)N2CCN(C)CC2)cc1	-0.9
COC(=O)CCC(=O)N1CN2CN(C(=O)CCC(=O)OC)CC([N+](=O)[O-])(C2)C1	-0.5
Cc1n(N)c2ccccc2[n+]1CC(=O)c1ccccc1	-0.4
CCCS(=O)(=O)c1cscc1NC(=O)c1c(-c2c(F)cccc2Cl)noc1C	-0.1
O=C(NC1CCCC1)C(c1cccnc1)N(C(=O)c1csnn1)c1ccccc1 (stereo not drawn)	1.4
CCCCOCC(O)Cn1c(C)nc2ccccc21 (stereo not drawn)	0.3
CC(=O)NC(c1ccc(F)cc1)c1cccnc1 (stereo not drawn)	2.3
CC(=O)c1cccc(NC(=O)COC(=O)c2ccccc2C)c1	-0.3
CCCCn1nnnc1C1(C)CCC(=O)N1Cc1cc(OC)ccc1OC (stereo not drawn)	1.5
COc1c(C)cc(C(=O)C2CCCN(C(=O)c3cc4nc(C)cc(C)n4n3)C2)cc1C (stereo not drawn)	-0.6
COc1ccc(CN2C(=O)c3ccnn3CC2(C)c2nnnn2-c2c(C)cccc2C)cc1 (stereo not drawn)	0.1
COc1ccccc1-n1cnc2cc(NCc3ccccn3)ccc21	-1.5
COc1ccc(CN2CCN(C(=O)c3ccccc3F)CC2)c(OC)c1OC	2.5
Cn1ccc2c(-c3cccc(C=O)c3F)cc3c(c21)C1CCC3C1 (stereo not drawn)	-1.5
O=C(O)c1ccc(CS(=O)c2cccc(C(F)(F)F)c2)o1 (stereo not drawn)	2.1
Cc1ccc(S(=O)(=O)/N=C(\c2ccccc2)N(C)S(=O)(=O)c2ccccc2)cc1	3.4
O=C(O)c1ccc(/C=N/NC(=O)c2ccc(NS(=O)(=O)c3cccs3)cc2)cc1	4.4
CC(C)C(=O)NCCc1nc2ccccc2n1CCOc1ccccc1	2.4
O=c1c2cc(-c3ccccc3)sc2nc2n1N=C(c1cccs1)CS2	2.4
Oc1c(Br)cc(Cl)cc1C=Nc1ccc(N2CCOCC2)cc1	0.3
Cc1ccc(N(C)C(=O)N2CCN(c3ccccn3)CC2)cc1	1.0
COc1ccc(OCCCC(=O)OC(C)C(=O)Nc2ccc(C)cc2)cc1 (stereo not drawn)	-1.4
Cc1c(NC(=O)c2cc(CC(C)C)on2)c(=O)n(-c2ccccc2)n1C	3.6
CCOC(=O)c1c(C)[nH]c(C)c1C(=O)COC(=O)c1c(OC)cccc1OC	-1.4
COc1cc(NC(=O)CN2C(=O)c3ccccc3C2=O)c(C(=O)O)cc1OC	1.1
Nc1cc2c(cc1[N+](=O)[O-])-c1ccccc1C2=NO	0.2
Cc1nn(CC(=O)NCc2cccc3ccccc23)c(=O)c2ccccc12	6.6
COc1cccc(N2CCN(c3nc(C)cc(C)c3C#N)CC2)c1	-2.1
CC(C)(C)NC(=O)COC(=O)CNC(=O)c1cc(Cl)cc([N+](=O)[O-])c1	-1.2
CCc1ccc(NC(=O)C(=O)N/N=C(\C)CC(=O)NCc2ccc(Cl)cc2)cc1	-1.2
COc1ccc(C(=O)CC(Nc2ccc([N+](=O)[O-])cc2)c2ccc(Cl)cc2)cc1 (stereo not drawn)	-3.7
Cc1cc(C(=O)N/N=C/C=C/c2ccccc2)c(C)o1	-2.2
CCCOc1ccc(C(=O)NC(=S)Nc2nc3ccccc3s2)cc1	3.3
O=C1CN(S(=O)(=O)c2cc(C(=O)O)ccc2Cl)c2ccccc2N1	2.4
O=C(c1cccs1)n1nc(-c2ccc(Cl)cc2)nc1NCc1ccco1	2.1
CC12CCC3c4cc(CN5CCOCC5)c(O)cc4CCC3C1CCC2=O (stereo not drawn)	-0.7
O=C(COc1ccccc1)Nc1c2c(nn1-c1ccc(F)cc1)CS(=O)(=O)C2	0.6
Cc1ccc[n+](-c2[nH]c(=O)sc2/C=N/N=C(\[O-])CCn2c3ccccc3c3ccccc32)c1	0.3
CCN(CC)C(=O)COc1ccc(N(C)S(=O)(=O)c2ccc(NC(C)=O)cc2)cc1	1.7
COc1cc(NC(=O)Cn2cnc3c(OCc4ccccc4)ncnc32)cc(OC)c1OC	-0.9
Oc1ccc(-c2cnc3ccccc3n2)cc1	-1.0
Cc1ccc(-c2nc3ccccc3nc2Cl)cc1	-1.2

In the list so far, 8 have a COOH group:
SMILES	TTR transcr act
COc1ccc(C2C3=C(CCCC3=O)Nc3nc(SCc4ccc(C(=O)O)cc4)nn32)cc1OC (stereo not drawn)	4.2
COc1cccc2cc(C(=O)Nc3ccc(F)cc3)c(=Nc3ccc(C(=O)O)cc3)oc12	0.5
COC(=O)c1sc(S(=O)(=O)N2CCCCC2C(=O)O)c(C(=O)OC)c1C (stereo not drawn)	0.5
Cc1ccc(NC(=O)c2ccccc2-c2ccccc2C(=O)O)cc1	0.1
O=C(O)c1ccc(CS(=O)c2cccc(C(F)(F)F)c2)o1 (stereo not drawn)	2.1
O=C(O)c1ccc(/C=N/NC(=O)c2ccc(NS(=O)(=O)c3cccs3)cc2)cc1	4.4
COc1cc(NC(=O)CN2C(=O)c3ccccc3C2=O)c(C(=O)O)cc1OC	1.1
O=C1CN(S(=O)(=O)c2cc(C(=O)O)ccc2Cl)c2ccccc2N1	2.4

Additional records
SMILES	TTR transcr act
N/C(=N\N=C\c1ccc2c(c1)OCO2)SC1CC(=O)N(c2ccc(C(=O)O)cc2)C1=O (stereo not drawn)	3.2
O=C(OCC#CCSc1nnc(-c2cccc3ccccc23)o1)C1CCCC1	2.2
CCn1c(SCC(=O)Nc2ccc(C)cc2)nnc1-c1ccccn1	0.1
CC(C)(C)c1ccc(CNC(=O)c2ccc3c(c2)NC(=O)CO3)cc1	4.1
Cc1cc(=O)oc2c3c(ccc12)OC/C3=N/N	0.5
O=C(Cn1cncn1)NCc1cccc2ccccc12	2.7

An excerpt from above in order of their number in TTR transcr act, rising.
SMILES	TTR transcr act
C[C@H](NC(=O)c1nc[nH]c1C(=O)NCC(=O)OCc1ccccc1)C(=O)OCc1ccccc1	-4.7
COc1c(C)cc(C(=O)C2CCCN(C(=O)c3cc4nc(C)cc(C)n4n3)C2)cc1C (stereo not drawn)	-0.6
COc1cccc(/C=N/n2nnnc2N)c1OCC#N	4.3

Assay outcomes from PubChem BioAssay.

These rows are one share of the data (hit frequency here may not be typical).
